KAT2A inh: blocks human GCN5L2 histone acetyltransferase. 0.21% of 390,000 active. GCN5L2 HAT assay, ThioGlo1 CoA-SH fluorescence. Potency, µM (top dose mostly 58.9 µM), inactives show at the top dose activity change, negative = inhibition, hits mostly inhibitors. Q92830
Target sequence (Q92830 whole entry, looked up): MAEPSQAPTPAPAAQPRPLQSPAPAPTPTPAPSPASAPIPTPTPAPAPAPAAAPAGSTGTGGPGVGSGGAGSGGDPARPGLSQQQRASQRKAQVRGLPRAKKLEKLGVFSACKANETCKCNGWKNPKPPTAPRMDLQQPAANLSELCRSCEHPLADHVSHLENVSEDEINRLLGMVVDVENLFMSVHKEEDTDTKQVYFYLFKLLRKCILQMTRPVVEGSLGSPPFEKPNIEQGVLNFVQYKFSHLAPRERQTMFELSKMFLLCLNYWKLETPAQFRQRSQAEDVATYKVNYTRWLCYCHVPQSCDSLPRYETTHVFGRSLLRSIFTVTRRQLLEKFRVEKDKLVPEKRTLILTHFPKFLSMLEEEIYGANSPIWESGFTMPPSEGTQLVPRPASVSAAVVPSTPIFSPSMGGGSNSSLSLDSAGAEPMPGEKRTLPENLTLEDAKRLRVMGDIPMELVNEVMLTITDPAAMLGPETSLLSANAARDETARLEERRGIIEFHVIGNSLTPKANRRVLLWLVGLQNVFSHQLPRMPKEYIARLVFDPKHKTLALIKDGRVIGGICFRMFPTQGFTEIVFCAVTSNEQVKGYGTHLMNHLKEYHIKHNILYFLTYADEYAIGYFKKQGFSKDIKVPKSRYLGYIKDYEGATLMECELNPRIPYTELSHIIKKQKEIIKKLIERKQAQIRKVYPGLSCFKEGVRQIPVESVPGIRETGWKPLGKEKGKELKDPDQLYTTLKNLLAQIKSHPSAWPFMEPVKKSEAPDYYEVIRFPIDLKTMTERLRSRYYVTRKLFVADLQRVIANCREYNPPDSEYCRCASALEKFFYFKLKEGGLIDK
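Preincubate 20nM GCN5L2 with compound 15 min, RT → add 50uM ThioGlo1 + 75uM H3(1-25) + 70uM acetyl-CoA → read fluorescence 0 and 20 min. Primary qHTS; fluorescent artifacts likely.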
TDP1 cell noCPT: qHTS for Inhibitors of human tyrosyl-DNA phosphodiesterase 1 (TDP1): qHTS in cells in absence of CPT | DT40 Tdp1-/- hTDP1 cells, no CPT, ATP luminescence, 48 h | Potency, µM (titrated, usually from 46.2 µM), without a hit: at the highest dose activity change, negative = growth inhibition, hits mostly inhibitors | 15% of 420,000 active; also: nearly all actives have a fitted effect of over 55% in size
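Stably hTDP1-transfected Tdp1-null chicken DT40 cells were treated with library compounds minus camptothecin and grown for at least 48 hr at 37 °C, after which cellular ATP was quantified by luminescence.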
TDP1 cell CPT: growth inhibition of DT40 Tdp1-/-;hTDP1 cells with camptothecin (screen for TDP1 inhibitors); Potency, µM (series often up to 46.2 µM), for the others: top-dose activity change, negative = growth inhibition, most hits filed as inhibitors; chicken DT40 Tdp1-/-;hTDP1 cells + 20 nM CPT, ATP luminescence, 48 h; 12% of 420,000 active; also: nearly all actives have a fitted effect of over 55% in size
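Chicken DT40 Tdp1-/- cells stably complemented with human TDP1 were seeded at 400 cells/well in medium containing 20 nM camptothecin, exposed to pin-transferred compounds, and grown at 37 °C for at least 48 hr. Viability was read as ATP luminescence.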
An asterisk follows results filed as active; ? = inconclusive; nt = not tested or not shown; & = joins results of further samples; [ ] = remark or other dose. Calls follow the shape of the dose curve; as a rule, active = well fitted curve in the direction sought with a large enough effect; inconclusive = small, poorly fitted or top-dose-only effect, or another doubt; inactive = no such curve, though single readings can be large; an effect the other way counts as inactive or inconclusive. % is scaled to controls: 0 for no effect and ±100 for the full control effect; potency is read from the fitted curve at half-maximal effect. A portion of the library; count on the stated rates, not on these rows.

The first four entries as a preview:
SMILES	KAT2A inh	TDP1 cell noCPT	TDP1 cell CPT
COC(=O)Cn1c(=NC(=O)CN2C(=O)CCC2=O)sc2cc(S(N)(=O)=O)ccc21	-3%	-8%	-8%
Cc1cc(NS(=O)(=O)c2ccc(NC(=S)NCc3ccccc3)cc2)no1	10%	-5%	-7%
Cn1nc(C(C)(C)C)cc1C(=O)NNC(=O)c1ccccc1Cl	-5%	?	?
CCOc1ccc(C2C(C#N)=C(N)N3C(=C2C#N)Sc2ccccc23)cc1 (centres undefined)	-1%	-19%	-7%

Results, from the start:
SMILES	KAT2A inh	TDP1 cell noCPT	TDP1 cell CPT
COC(=O)Cn1c(=NC(=O)CN2C(=O)CCC2=O)sc2cc(S(N)(=O)=O)ccc21	-3%	-8%	-8%
Cc1cc(NS(=O)(=O)c2ccc(NC(=S)NCc3ccccc3)cc2)no1	10%	-5%	-7%
Cn1nc(C(C)(C)C)cc1C(=O)NNC(=O)c1ccccc1Cl	-5%	?	?
CCOc1ccc(C2C(C#N)=C(N)N3C(=C2C#N)Sc2ccccc23)cc1 (centres undefined)	-1%	-19%	-7%
CCOC(=O)c1ccc(NC(=S)NCC(O)c2ccccc2)cc1 (centres undefined)	-1%	18µM*	?
CS(=O)(=O)N(CCc1ccccc1)CC(=O)Nc1ccc2c(c1)OCO2	nt	-21%	-23%
O=C(c1cccc(COCC(F)(F)C(F)F)c1)N1CCN(c2ccccc2)CC1	nt	-7%	-24%
CCN1C(=O)C(=O)N(CC(=O)Nc2cc(C)ccc2C)C1=O	2%	1%	-4%
O=Cc1sc(=O)n(Cc2cccc(C(=O)O)c2)c1Cl	-15%	-22%	?
Cc1nc(SCC(=O)c2ccc(F)c(F)c2)[nH]c(=O)c1Oc1ccc(F)cc1	0%	-24%	5%
COC(=O)c1ccc(Cn2c(C)c(C(=O)Nc3cccc(Oc4ccccc4)c3)sc2=O)o1	nt	?	?
CCc1cnc(Nc2nc(C(N)Cc3ccc(F)cc3)cs2)nc1 (centres undefined)	nt	18µM*	12µM*
COC(=O)COc1ccc(NS(=O)(=O)c2cccc([N+](=O)[O-])c2)cc1	-3%	3%	2%
COc1ccc(-c2c(C(C)=O)c(C)nc3sc4c(=O)n(-c5ccc(C)cc5)nnc4c23)cc1	-2%	?	-13%
CCOC(=O)c1c(S(=O)(=O)N2CCCC(C(=O)Nc3ncccc3C)C2)c(C)n(C)c1C (centres undefined)	-6%&-8%	24%&16%	2%&-14%
O=c1c2nnn(Cc3ccc(Cl)cc3)c2ncn1Cc1ccc(F)cc1	-3%	-12%	-12%
Cc1cccc(SCC(=O)Nc2ccccc2[N+](=O)[O-])c1	-5%	13%	-8%
Cc1nn(-c2ccc(C(=O)N3CCN(S(=O)(=O)c4ccccc4C(F)(F)F)CC3)cc2)c(C)c1Cl	-2%	?	?
Cc1ccc2[nH]c(=O)c3cc(C(=O)N4CCN(c5ccccc5F)CC4)sc3c2c1	-4%	-6%	3%
Cn1c(=O)oc2cc(S(=O)(=O)N3CCN(c4ccccc4)CC3)ccc21	-5%	-1%	4%
Cc1cccc2sc(N(CCCN(C)C)C(=O)c3ccc4ncsc4c3)nc12	-2%	?	?
O=C(COC(=O)/C=C/c1cccc(C(F)(F)F)c1)Nc1cccc2ccccc12	-3%	-28%	-12%
CC1(C)Cc2cccc(OCC(=O)OCC(=O)Nc3ccc(C(N)=O)cc3)c2O1	0%	5%	4%
O=C(NCc1ccco1)c1ccc(Cn2cc([N+](=O)[O-])cn2)o1	-5%	-2%	-7%
O=C(NC(=S)NCc1nc2ccccc2[nH]1)c1ccc(F)cc1	0%	?	-9%
Further results follow:
SMILES	KAT2A inh	TDP1 cell noCPT	TDP1 cell CPT
CN(CC(=O)Nc1ccc(F)c(F)c1F)C(=O)CC1OC(=O)c2ccccc21 (centres undefined)	-7%	-8%	-23%
CC1=C(C(=O)OCc2ccccc2)C(c2ccco2)n2ncnc2N1 (centres undefined)	-3%	?	23µM*
Cn1c(SCC(=O)NCc2ccccc2)nnc1C1CC1	0%	24%	-12%
COCCn1c(-c2ccc(OC)cc2)cnc1SCC(=O)Nc1cccc2ccccc12	-15%	?	?
CC(=O)Nc1ccc(S(=O)(=O)Nc2ccc3c(c2)n(C)c(=O)n3C)c(C)c1	1%&-8%	-6%&-5%	4%&-1%
COc1cccc(C(=O)COc2ccc(NC(=O)c3cccs3)cc2)c1	-1%	?	?
COc1ccccc1-c1c(C)nn2c(N)c(-c3ccccc3)cnc12	0%	5.8µM*	6.5µM*
CCOC(=O)c1sc(=S)n(CC)c1NC(=O)c1ccccc1C	2%	-12%	-5%
CCN1C(=O)/C(=C/c2nc3ccccc3c(=O)n2-c2ccc(C)cc2)c2ccccc21	-2%	18µM*	23µM*
COc1ccccc1NS(=O)(=O)c1ccc2c(c1)N(C(C)=O)CC(C)S2 (centres undefined)	-5%	?	-27%
Cc1ccc(NC(=O)Cn2nc(C)c(S(=O)(=O)N(C)C)c2C)cc1C	1%	?	?
CCCCNC(=O)Cn1nc(N2CCN(c3ccccc3OC)CC2)ccc1=O	-1%	?	?
Cc1cc(C(=O)OCc2nnc(-c3ccccc3)o2)c(C)n1-c1ccccc1	-5%	21µM*	18µM*
O=C(Cc1nc(-c2ccc(Br)s2)cs1)NCCN1CCOCC1	2%	-29%	-4%
O=C(COC(=O)Cc1ccc(Cl)cc1)NCc1ccc(Cl)cc1	nt	2%	-3%
CCOC(=O)C1CCCN(CC(O)COCc2ccccc2OC)C1 (centres undefined)	-2%	-13%	1%
CCn1c2ccccc2c2c3ncc4cccn4c3ccc21	-2%	6.5µM*	4.1µM*
Cc1cc(NC(=O)c2ccco2)ccc1-n1cnnn1	-11%	?	-2%
Cc1ccc2c(C)nc(N3CCCC(C(=O)NC(C)(C)CO)C3)nc2c1 (centres undefined)	nt	-23%	-6%[9.04 µM]
Nc1[nH]c(C(=O)c2ccccc2)c(-c2cccnc2)c1C(=O)NCCc1ccc(Cl)cc1Cl	nt	?	?
COc1ccc(N2CCN(CC(=O)N3CCC(C)CC3)CC2)cc1	-3%	-1%	-23%
Cc1ccc(C(=O)ONC(=O)c2ccc(Cl)cc2)cc1[N+](=O)[O-]	-1%	?	?
Cn1c(CSc2nc3ccccc3s2)n[nH]c1=S	0%	-20%	-27%
Cc1cccc(Nc2n[nH]c(=S)s2)c1C	22µM*	-1%	15%
CC1CCN(c2oc(-c3cccs3)nc2S(=O)(=O)c2ccc(Cl)cc2)CC1	-13%	13µM*	?

2 compounds picked at random from the list so far, as already listed:
SMILES	KAT2A inh	TDP1 cell noCPT	TDP1 cell CPT
Nc1[nH]c(C(=O)c2ccccc2)c(-c2cccnc2)c1C(=O)NCCc1ccc(Cl)cc1Cl	nt	?	?
CCN1C(=O)/C(=C/c2nc3ccccc3c(=O)n2-c2ccc(C)cc2)c2ccccc21	-2%	18µM*	23µM*

(continued)
SMILES	KAT2A inh	TDP1 cell noCPT	TDP1 cell CPT
CC1CCC2(CC1)N=C(N)Nc1nc3ccccc3n12 (centres undefined)	-7%	-20%	1%
S=C(NCCc1ccccc1)Nc1ccccc1N1CCOCC1	-14%	?	?
COc1ccc(CNCc2cccc(Oc3ccccc3)c2)cc1	1%	?	-13%
Cc1cc(N)nc(SCC(=O)N2C(C)CCCC2C)n1 (centres undefined)	-4%	-2%	3%
C[C@H]([C@H](O)c1ccccc1)N(C)C(=O)CN	-1%	-9%	0%
CCCn1c(SCC(=O)Nc2cc(S(=O)(=O)N3CCOCC3)ccc2Cl)n[nH]c1=O	0%	-16%	-10%
Cc1nn2c(-c3ccco3)nnc2c2ccccc12	nt	21µM*	?
COc1ccccc1CC(=O)Nc1ccc(S(=O)(=O)N2CC(C)CC(C)C2)cc1 (centres undefined)	-8%	-6%	-16%
Cc1oc(-c2ccc(Cl)cc2)nc1CSc1nc2ncccc2[nH]1	-2%	-12%	-19%
Cc1ccccc1Nc1nnc(SCC(=O)NCC2CCCO2)s1 (centres undefined)	-1%	0%	2%
O=C(Nc1ccccc1)C1=C[C@@H](c2ccccc2)C[C@@H](OCc2ccc(CO)cc2)O1	-10%	-20%	?
CCOC(=O)c1ccc(COC(=O)c2cc3ccccc3oc2=O)o1	-6%	-13%	-11%
CCc1ccc(C(=O)NNC(=O)OC)cc1	0%	29µM*	?
Cc1ccccc1N1C(=O)C2ON(c3ccccc3)C(c3ccco3)C2C1=O (centres undefined)	-9%	2%	19%
Cc1ccc(-n2c(=O)c3c(C)c(C)sc3n(CC(=O)c3ccc(Cl)cc3)c2=O)cc1C	-3%	-5%	-14%
CCC(=O)Nc1cc(C(=O)OC(C(=O)c2ccc(C)c(C)c2)c2ccccc2)ccc1C (centres undefined)	-14%	?	18µM*
COC(=O)CCC/C=C1/SCC(NC(=O)c2ccccc2)/C1=N/O (centres undefined)	14%	-14%	-16%
OC[C@H]1O[C@@H](OC[C@H]2O[C@@H](O)[C@H](O)[C@@H](O)[C@@H]2O)[C@H](O)[C@@H](O)[C@@H]1O	-3%[0.501 µM]	-13%	-3%
CC12CN3CC(c4ccccc4)(CN(C1)C3c1ccc(O)cc1)C2=O (centres undefined)	-3%	?	-6%
Cc1cc(NCCO)c2ccccc2n1	-4%	-19%	3%
COc1ccc(OC)c(NC(=O)CSc2ccc3ccccc3c2)c1	-9%	?	?
CC(C)C[C@H]1CNC(=S)N1C[C@H]1CCCN1C[C@H](Cc1ccc(O)cc1)N1C[C@H](Cc2ccc(O)cc2)N(CC2CCCCC2)C1=S	nt	26µM*	26µM*
Cc1nc2nc[nH]n2c(=O)c1NC(=O)c1cccc(OCC(C)C)c1	-12%	-11%	-6%
CCn1c(SCC(=O)Nc2ccccc2C)nnc1-c1ccccc1O	-22%	-10%	-18%
CC1(C)C2CCC1(C(=O)O)c1nc3ccccc3nc12 (centres undefined)	0%	-13%	2%
CO/N=C/C(=N\Nc1ccc(OC)cc1)C(=O)c1ccc(F)cc1	-11%	?	?

Single records (already shown). Order of values: KAT2A inh	TDP1 cell noCPT	TDP1 cell CPT
CC1CCC2(CC1)N=C(N)Nc1nc3ccccc3n12 (centres undefined) reads -7%	-20%	1%
O=C(Nc1ccccc1)C1=C[C@@H](c2ccccc2)C[C@@H](OCc2ccc(CO)cc2)O1 reads -10%	-20%	?
CO/N=C/C(=N\Nc1ccc(OC)cc1)C(=O)c1ccc(F)cc1 reads -11%	?	?
CCn1c(SCC(=O)Nc2ccccc2C)nnc1-c1ccccc1O reads -22%	-10%	-18%
COc1ccccc1CC(=O)Nc1ccc(S(=O)(=O)N2CC(C)CC(C)C2)cc1 (centres undefined) reads -8%	-6%	-16%

Screening results deposited in PubChem BioAssay by National Center for Advancing Translational Sciences (NCATS).
